ST2 IL33 inh: inhibitors of human ST2 (IL1RL1) binding to IL-33, primary screen, biochemical, AlphaLISA; Interleukin-1 receptor-like 1 (Homo sapiens), Q01638; AlphaLISA ST2-Fc/biotin-IL-33 interaction, 1 h; inhibition, % for hits at 17 µM; 2.3% of 78,000 active; AID 1259354, 2018; in the data active = inhibition above about 30%; inconclusive = mostly about 10% to 28%
Target sequence (Q01638 whole entry, looked up): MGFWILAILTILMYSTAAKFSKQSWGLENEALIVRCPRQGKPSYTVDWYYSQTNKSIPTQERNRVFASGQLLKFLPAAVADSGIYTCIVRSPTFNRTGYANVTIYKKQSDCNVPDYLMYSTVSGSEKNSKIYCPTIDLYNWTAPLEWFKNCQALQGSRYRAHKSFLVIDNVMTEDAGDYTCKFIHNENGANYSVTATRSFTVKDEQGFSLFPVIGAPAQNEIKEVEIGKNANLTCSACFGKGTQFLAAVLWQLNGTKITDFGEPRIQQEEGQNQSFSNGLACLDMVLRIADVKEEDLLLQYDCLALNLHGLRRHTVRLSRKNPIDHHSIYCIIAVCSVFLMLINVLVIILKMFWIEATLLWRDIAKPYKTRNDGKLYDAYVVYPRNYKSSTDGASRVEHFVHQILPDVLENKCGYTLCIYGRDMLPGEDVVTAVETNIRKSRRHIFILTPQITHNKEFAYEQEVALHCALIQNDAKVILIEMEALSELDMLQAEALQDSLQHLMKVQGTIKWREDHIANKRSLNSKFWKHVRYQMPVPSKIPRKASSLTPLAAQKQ
The depositor's hits bear a star; i = inactive; ? = inconclusive. Only part of the results is shown; count on the stated rates, not on these rows.

SMILES | ST2 IL33 inh
COc1ccc(OC)c(S(=O)(=O)Nc2ccccc2Cl)c1 | i
Cc1nc(C)c2c(=O)oc3ccc(Cl)cc3c2c1C | i
N#CCOc1nc(N2CCCCC2)nc(N2CCCCC2)n1 | i
CCCCCCCCCCC1C(=O)OC(C(=O)O)C1(O)C(=O)O (stereo not given) | i
Cc1ccc2nc(-c3ccccc3)nc(-c3ccc(N)cc3)c2c1 | i
O=C(O)c1[nH]c2ccccc2c1CC(=O)N1CCCc2ccccc21 | i
CC(=O)N1CCC(Oc2ccc(Cl)cc2C(=O)NCc2cnc3ccccn23)CC1 | i
Cc1nn(S(=O)(=O)c2cccs2)c(C)c1Sc1ccc([N+](=O)[O-])cc1 | ?
Cc1ccc(Cn2c(CCNC(=O)Nc3ccccc3Cl)nc3cccnc32)cc1 | 36%*
CC(C)c1nccc(CN2CCc3[nH]cnc3C2Cc2ccccc2)n1 (stereo not given) | ?
COc1ccc(NC(=O)CC(=O)N2CCN(C3CCCC3)C(=O)C2)c(OC)c1 | ?
CC(C)=CC(=O)NCCOc1ccccc1F | ?
CC1=C[C@@H](CNC(=O)NC2CCCCC2)[C@H](C(C)C)C[C@H]1CC(=O)O | i
O=c1[nH]c2ccc(S(=O)(=O)NCCOc3ccccc3F)cc2s1 | i
CN(CC1CCCNC1)C(=O)c1ccc(CSc2ncccn2)o1 (stereo not given) | i
O=C(C(=O)N1CCOC(Cc2ccccc2Cl)C1)c1cccnc1 (stereo not given) | i
O=C(Nc1ccc(S(=O)(=O)N2CCCC2)cc1)c1ccccc1[N+](=O)[O-] | i
COc1ccc(C(=O)CC2(O)C(=O)Nc3ccc(Cl)cc32)cc1OC (stereo not given) | i
O=C(C1CC1)N1N=C(c2ccc(Cl)cc2)CC1(O)C(F)(F)F (stereo not given) | i
NC(=O)[C@H](Cc1ccccc1)N1CC[C@H]2CN(C(=O)c3ccccc3)CC[C@H]2CC1=O | ?
Cc1ccc(Nc2cc(C)nc(N3CCN(S(=O)(=O)c4ccc(-c5ccccc5)cc4)CC3)n2)cc1 | i
c1ccc(-c2nnc([C@H]3CCN(Cc4ccc5c(c4)OCO5)C3)o2)cc1 | i
CN(C)C(=O)c1ccc2c3c(cccc13)CC2 | i
CC1CCc2c(sc(NC(=O)c3noc4c3CCCCC4)c2C(N)=O)C1 (stereo not given) | i
O[C@H]1[C@H](NCc2ccc(-c3ccccc3)cc2)[C@H]2CO[C@H](O2)[C@@H]1Oc1ccccc1 | i
SMILES | ST2 IL33 inh
O=S(=O)(c1cccc(Cl)c1)N1CCN(c2cc(-c3cccc(F)c3)ncn2)CC1 | i
CCSCCOC(=O)C1=C(C)NC(=O)NC1c1ccccc1OC (stereo not given) | i
Cc1ccc(-c2nc3cccc(C)n3c2Nc2ccc3c(c2)OCO3)o1 | ?
COCCN(Cc1nccs1)C(=O)c1ccccc1C1CCNC1 (stereo not given) | ?
CCc1nc(-c2c(-c3ccccc3)ncn2CCn2cc(C)nn2)c(C)[nH]1 | ?
Fc1ccc(N2CCN(c3ncnc4nc[nH]c34)CC2)cc1 | i
COC(=O)c1cc(OC)cc(O)c1C(=O)c1c(O)cc(C)cc1O | i
O=C(Nc1cc(Br)ccc1O)c1cc(-c2ccc(Cl)cc2)on1 | ?
COC1=NC2Nc3ccccc3N(C)C2C1c1ccc([N+](=O)[O-])cc1 (stereo not given) | i
COc1ccccc1NC(=O)C1=C(C)Nc2ncnn2C1c1cccs1 (stereo not given) | i
Cc1[nH]c2ccccc2c1C=Nc1c(-c2ccco2)nc2ccccn12 | ?
O=C(NC[C@H]1O[C@@H](CO)[C@@H](O)[C@H]1N1CCOCC1)c1cccs1 | i
O=C1C2C3C=CC(C4CC34)C2C(=O)N1c1cccc(Cl)c1 (stereo not given) | i
CSc1ccc(C2Nc3ccccc3C(=O)N2c2ccc(C)cc2)cc1 (stereo not given) | i
Cn1c(=O)c2c(nc(NC3CCCCC3)n2Cc2cccc(Cl)c2)n(C)c1=O | i
COCCOC(=O)C1=C(C)N=C2SCCC(=O)N2C1c1cccc(Oc2ccccc2)c1 (stereo not given) | i
Cc1ncccc1OC1(C(=O)NCCNc2ccccc2)CCNCC1 | ?
CC1CCN(C(=O)c2cc3n(n2)C(C(F)(F)F)CC(c2ccc(Br)cc2)N3)CC1 (stereo not given) | i
CCOc1ccc(NS(=O)(=O)c2ccc(C)c(C(N)=O)c2)cc1 | i
CN1CC2(CCCN(C(=O)C3(c4ccc(F)cc4)CC3)C2)OC1=O (stereo not given) | i
CCOC(=O)C1(Cc2ccccc2C(F)(F)F)CCN(C(=O)c2cc(C(C)=O)n[nH]2)CC1 | i
COc1ccc(N2CCN(S(=O)(=O)c3ccc(OC)c(OC)c3)CC2)cc1 | i
O=C(CCN1CCCCCC1=O)NC1CCCN(Cc2ccccn2)C1 (stereo not given) | i
CCN(CC1CCCCO1)C(=O)c1cccc(-n2cnnc2)c1 (stereo not given) | i
CCc1nc(C)cc(-c2c(Cl)cccc2OC)n1 | ?
SMILES | ST2 IL33 inh
O=C(CN1CCCN(Cc2ccccc2)S1(=O)=O)NCCCc1ccccc1 | i
O=S(=O)(c1cccc2nsnc12)N1CCN(C23CC4CC(CC(C4)C2)C3)CC1 | i
C=CCc1c(C)nc2nc(SCC(=O)Nc3ccc(CC)cc3)nn2c1C | i
CCC1c2cccn2CCN1C(=O)CC(=O)Nc1cc(C)cc(C)c1 (stereo not given) | ?
C/C1=C\CC[C@H](C)CCO[C@@H]2O[C@H](CO[C@@H]3OC[C@](O)(COC1=O)[C@H]3O)[C@@H](O)[C@H](O)[C@H]2O | i
COc1ccc(C(=O)NC[C@H]2O[C@@H](CC(=O)N3CCN(c4ccccc4OC)CC3)[C@H](O)[C@@H]2O)cc1 | i
CC(c1cccs1)N(C)Cc1ccc(C#CC(C)(C)O)s1 (stereo not given) | i
COc1ccc(Cl)cc1NC(=O)C(NS(=O)(=O)c1cccs1)c1ccccc1 (stereo not given) | i
CCC(C)COC(=O)Cn1cnc2sc3c(c2c1=O)CCCC3 (stereo not given) | ?
NS(=O)(=O)c1ccc(Cn2cnnc2)cc1 | i
O=C(NCC1CCN(Cc2ccccc2F)C1)c1cc(Cl)no1 (stereo not given) | i
Cc1nonc1C(=O)N1CCC(N2CCCC(C(=O)N3CCCC3)C2)CC1 (stereo not given) | ?
Cc1cccc(NC(=O)CSc2cn(CCNC(=O)c3ccccc3F)c3ccccc23)c1 | i
CCCS(=O)(=O)N1CCCC(C(=O)N2CCCCC2)C1 (stereo not given) | i
CCOc1cccc2sc(N3CCN(c4ccccc4)CC3)nc12 | i
Cc1c(NC(=O)C2CCCN(S(=O)(=O)c3cnc[nH]3)C2)c(=O)n(-c2ccccc2)n1C (stereo not given) | i
COc1ccc2cc3cc(C(=O)NCCN4CCN(Cc5ccccc5)CC4)oc3nc2c1 | i
Cc1cc(Br)ccc1NC(=O)CNS(=O)(=O)c1ccc(Br)s1 | i
CCN(c1ccccc1)S(=O)(=O)c1ccc(Br)s1 | i
COc1cc(CN2CCN(C(=O)c3cc(OC)c(OC)c(OC)c3)CC2)c([N+](=O)[O-])cc1OC | i
CC(C)C[C@@H](N)C(=O)N(C)Cc1cnn(-c2ccc(F)cc2)c1 | i
COc1ccc(/C=C(/NC(=O)c2ccco2)C(=O)Nc2cccc(Br)c2)cc1 | ?
COCCOCC(=O)N1CCOc2c(O)cc(-c3ccc(C)cc3)cc2C1 | i
COc1ccccc1NC(=O)CN1C(=O)CC(c2ccccc2)=Nc2ccccc21 | i
CCNC(=O)N1Cc2[nH]cnc2C[C@H]1c1nc(-c2ccc(OC(F)(F)F)cc2)no1 | ?

Some of these compounds in order of molecular weight, ascending.
SMILES | ST2 IL33 inh
COc1ccccc1NC(=O)CN1C(=O)CC(c2ccccc2)=Nc2ccccc21 | i
O=C(CN1CCCN(Cc2ccccc2)S1(=O)=O)NCCCc1ccccc1 | i
O=S(=O)(c1cccc2nsnc12)N1CCN(C23CC4CC(CC(C4)C2)C3)CC1 | i
Cc1cc(Br)ccc1NC(=O)CNS(=O)(=O)c1ccc(Br)s1 | i

(next part)
SMILES | ST2 IL33 inh
COc1ccc(NC(=O)CSc2nc3c(c(=O)n2-c2ccc(C)cc2)SCC3)cc1 | i
Cc1ccc(-c2nc3sccn3c2Nc2ccccc2C)cc1 | i
CC(C)(CC(=O)O)CC(=O)N[C@H]1C[C@H]2C(=O)Nc3ccc(/C=C/c4ccccc4)cc3C(=O)N2C1 | ?
CCOC(=O)C1C(=O)C=C(c2ccco2)CC1c1ccc(C(C)C)cc1 (stereo not given) | i
O=C(C1CCCCN1S(=O)(=O)c1ccccc1)N1CCOCC1 (stereo not given) | i
Cc1cc(C=Nc2ccc(-c3nc4ccccc4o3)c(O)c2)c(O)c([N+](=O)[O-])c1 | 30%*
CCOc1ccc(/C=C/c2nc(=O)c3ccccc3o2)cc1 | i
Cc1ccc(NC(=O)c2cccc(S(=O)(=O)N3CCCCC3)c2)cc1 | i
O=C(O)c1ccc(NCc2cccs2)cc1 | i
O=C(NC[C@H]1O[C@@H](CC(=O)N2CCc3ccccc32)[C@H](O)[C@@H]1O)C1CC1 | ?
CC(C)(C)c1cc(CN2CCC(O)CC2)cc(C(C)(C)C)c1O | i
Cc1c(CC(Cl)(Cl)Cl)c2c(n1-c1ccc([N+](=O)[O-])cc1)CCCC2=O | 41%*
O=C(CSc1cn(CCNC(=O)c2ccc(F)cc2)c2ccccc12)NCc1ccco1 | ?
CCOc1ccc(S(=O)(=O)NC(C)C)c2cccnc12 | i
CCCCSc1nnc2[nH]c(=O)cc(N)n12 | i
Cc1[nH]cnc1CN1CCc2[nH]nc(-c3ccc(-c4ccccc4)cc3)c2C1 | i
O=c1nc(N2CCOCC2)ccn1-c1nc(-c2ccccc2)oc1-c1ccccc1 | i
C=CCn1cc(C(=O)N2CCc3ccccc3C2)c(=O)c2cc(S(=O)(=O)N(CC)CC)ccc21 | i
CCN1C(=O)/C(=C2/Sc3ccc(OC)cc3N2C)SC1=Nc1ccc(C(C)=O)cc1 | i
Cc1ccc(Oc2ccc3c(c2)C(=O)N(CC(=O)O)C3=O)cc1C | i
COc1ccc(C2C(C(N)=O)=C(C)Nc3nc(SCc4ccccc4F)nn32)cc1OC (stereo not given) | i
C=CCOC(=O)C1=C(C)N=C2SCCC(=O)N2C1c1ccc(C(C)(C)C)cc1 (stereo not given) | i
COc1ccc(CN2CCN(Cc3cnc(S(C)(=O)=O)n3CC(C)C)CC2=O)cc1 | i
NC1CCCN(C(=O)c2cc(=O)[nH]c3cc(F)ccc23)CC1 (stereo not given) | ?
O=C(NC1C=CS(=O)(=O)C1)c1ccc2[nH]c3c(c2c1)CCCC3 (stereo not given) | i
SMILES | ST2 IL33 inh
O=C(CC1(O)C(=O)Nc2ccccc21)c1ccc(NC(=O)C2CCCCC2)cc1 (stereo not given) | i
COc1ccc(C(=O)Nc2ccc(Cl)c(-c3nc4ncccc4o3)c2)cc1OC | i
COc1ccccc1CCC(=O)N1CCN(C)C2(CCN(C)CC2)C1 | i
CCOc1ccc(-n2c(SCC(=O)c3ccccc3)nc3c(c2=O)SCC3)cc1 | i
O=C1C2C3C=CC(C3)C2C(=O)N1c1ccc2c(c1)CCC2 (stereo not given) | i
CCN(CC)c1ccc(CNC(=O)c2ccc(Nc3cc(-c4ccccc4)ncn3)cc2)cc1 | i
CC(=O)c1cccc(NC(=O)CN2C(=O)C3C4CCC(C4)C3C2=O)c1 (stereo not given) | i
CC(C)CCNc1ncnc2c1sc1nc(N3CCOCC3)c3c(c12)CC(C)(C)OC3 | ?
COc1ccc(C(=O)NCCOc2ccccc2Cl)c(OC)c1OC | i
COc1ccc(C2CC(=O)n3nc(-c4ccc(C)cc4)nc3S2)cc1OC (stereo not given) | i
Nc1nonc1-c1nc2ccccc2n1CC(=O)Nc1ccccc1C(F)(F)F | i
Cc1ccsc1CN1CC(=O)N(c2ccc(Cl)c(Cl)c2)C1=O | i
CCc1nnc(NC(=O)c2ccc(S(=O)(=O)N(C)Cc3ccccc3)cc2)o1 | i
O=[N+]([O-])c1ccc(Sc2cccc3cccnc23)c2ncccc12 | ?
CC1CC(C)CN(C(=O)c2ccc(S(=O)(=O)c3ccccc3)cc2)C1 (stereo not given) | i
CC(C)Cc1noc(C2CCCN(C(=O)c3cc(C(C)C)on3)C2)n1 (stereo not given) | i
O=C(O)C1CC(=O)N(Cc2nc3c(s2)CCCC3)C1 (stereo not given) | i
O=C(CSc1nc2c(c(=O)n1-c1ccc(F)cc1)SCC2)NCc1ccco1 | ?
Cc1cc(Cl)ccc1NC(=O)CN(c1ccccc1F)S(C)(=O)=O | i
O=C(CN1C(=O)/C(=C/c2ccccc2F)Sc2ccccc21)NC1CCCC1 | i
CC(C(=O)O)N1C(=O)c2ccccc2C1=O (stereo not given) | ?

Compounds listed so far that contain an NH in an aromatic ring, in the order listed:
SMILES | ST2 IL33 inh
O=C(O)c1[nH]c2ccccc2c1CC(=O)N1CCCc2ccccc21 | i
CC(C)c1nccc(CN2CCc3[nH]cnc3C2Cc2ccccc2)n1 (stereo not given) | ?
O=c1[nH]c2ccc(S(=O)(=O)NCCOc3ccccc3F)cc2s1 | i
CCc1nc(-c2c(-c3ccccc3)ncn2CCn2cc(C)nn2)c(C)[nH]1 | ?
Fc1ccc(N2CCN(c3ncnc4nc[nH]c34)CC2)cc1 | i
Cc1[nH]c2ccccc2c1C=Nc1c(-c2ccco2)nc2ccccn12 | ?
CCOC(=O)C1(Cc2ccccc2C(F)(F)F)CCN(C(=O)c2cc(C(C)=O)n[nH]2)CC1 | i
Cc1c(NC(=O)C2CCCN(S(=O)(=O)c3cnc[nH]3)C2)c(=O)n(-c2ccccc2)n1C (stereo not given) | i
CCNC(=O)N1Cc2[nH]cnc2C[C@H]1c1nc(-c2ccc(OC(F)(F)F)cc2)no1 | ?
CCCCSc1nnc2[nH]c(=O)cc(N)n12 | i
Cc1[nH]cnc1CN1CCc2[nH]nc(-c3ccc(-c4ccccc4)cc3)c2C1 | i
NC1CCCN(C(=O)c2cc(=O)[nH]c3cc(F)ccc23)CC1 (stereo not given) | ?
O=C(NC1C=CS(=O)(=O)C1)c1ccc2[nH]c3c(c2c1)CCCC3 (stereo not given) | i
